Tn6 DDE FP – inhibitors of Tn6 peptide binding to human fibrin DD(E). inhibition, % at 8.3 µM. 370,000 compounds, 0.21% hits. P02675. Fibrin DD(E) TRITC-Tn6 fluorescence polarization displacement;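 active = inhibition above a per-campaign cutoff: mean of compounds within control limits plus 3 SD, cut at about 15% in these data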;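 note: 0% = median of all compound wells on the plate and 100% = blocking peptide control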
Target sequence (P02675 whole entry, looked up): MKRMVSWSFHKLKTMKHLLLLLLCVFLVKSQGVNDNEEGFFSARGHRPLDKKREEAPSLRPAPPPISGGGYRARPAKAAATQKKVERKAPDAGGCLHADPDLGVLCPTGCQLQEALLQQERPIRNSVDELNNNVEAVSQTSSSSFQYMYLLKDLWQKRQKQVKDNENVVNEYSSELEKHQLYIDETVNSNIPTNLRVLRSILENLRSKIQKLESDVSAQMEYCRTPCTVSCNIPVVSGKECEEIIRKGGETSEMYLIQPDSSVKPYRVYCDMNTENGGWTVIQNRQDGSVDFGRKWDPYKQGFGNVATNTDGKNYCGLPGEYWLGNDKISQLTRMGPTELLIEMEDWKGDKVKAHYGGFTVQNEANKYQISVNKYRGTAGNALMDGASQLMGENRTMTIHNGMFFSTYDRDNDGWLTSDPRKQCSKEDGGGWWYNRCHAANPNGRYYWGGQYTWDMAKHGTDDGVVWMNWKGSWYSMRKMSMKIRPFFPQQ
ADAM10 inh – ADAM10 inhibition, QFRET primary screen; O14672; inhibition, % at 7 µM; AID 720582; 370,000 compounds, 0.62% hits; recombinant ADAM10, EDANS/DABCYL FRET peptide cleavage, 3 h;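 active = inhibition above a per-campaign cutoff equal to the mean of compounds falling between control-based bounds plus 3 SD, cut at about 20% in these data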;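 note: 0% = DMSO wells while the 100% control is not disclosed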
Target sequence (O14672 214-748 limits assumed): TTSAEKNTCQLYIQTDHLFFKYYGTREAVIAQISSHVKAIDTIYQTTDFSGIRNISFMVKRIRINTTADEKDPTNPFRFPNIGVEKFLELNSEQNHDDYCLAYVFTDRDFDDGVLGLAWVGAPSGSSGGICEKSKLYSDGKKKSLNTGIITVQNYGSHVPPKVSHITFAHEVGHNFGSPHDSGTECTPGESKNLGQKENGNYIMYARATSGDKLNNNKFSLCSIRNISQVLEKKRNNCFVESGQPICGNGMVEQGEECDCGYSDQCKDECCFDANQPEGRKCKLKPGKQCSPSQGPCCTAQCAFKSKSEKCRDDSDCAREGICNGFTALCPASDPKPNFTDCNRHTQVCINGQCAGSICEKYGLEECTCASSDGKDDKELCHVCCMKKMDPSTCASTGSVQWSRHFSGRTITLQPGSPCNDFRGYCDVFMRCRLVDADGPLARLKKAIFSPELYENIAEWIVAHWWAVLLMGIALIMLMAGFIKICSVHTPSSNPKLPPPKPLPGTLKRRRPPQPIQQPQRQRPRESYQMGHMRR
SIAE primary – human SIAE inhibition, primary screen; SIAE FP-Rh probe binding, fluorescence polarization; inhibition, % at 9.66 µM; 370,000 compounds, 0.69% hits; AID 1053197;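 active = inhibition above a cutoff: mean of compounds within the control limits plus 3 SD of those, cut at about 17% in these data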;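 note: 0% = plate median of compound wells and 100% = probe without SIAE protein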
ARFGAP1 inh – rat ARFGAP1 inhibition; Arfgap1-stimulated ARF1 GTP hydrolysis, GDP FP detection; inhibition, % at 16.5 µM; AID 651572; 360,000 compounds, 0.26% hits; Q62848;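 active = inhibition above a per-plate limit, mean inhibition of low control wells plus 3 SD, cut at about 25% in these data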;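 note: 0% = DMSO wells with enzyme and 100% = wells lacking Arfgap1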
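System: truncated rat Arfgap1 GAP domain / Benchmarks: high control wells lacking Arfgap1, low control full reaction with DMSO / Times: compound-enzyme preincubation 20 min, reaction 120 min, detection 60 min, 25 °C / Repeats: one replicate per compound / Also added: human ARF1(Δ1-17)-GTP substrate / Measured by: Tracer-displacement fluorescence polarization with EDTA stop, 620/688 nm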
TDP2 absorb – TDP2 (human) inhibition, absorbance primary screen; O95551; recombinant TDP2, T5PNP hydrolysis, p-nitrophenol absorbance 415 nm; inhibition, % at 12.8 µM; 370,000 compounds, 0.34% hits; AID 720702;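 active = inhibition above the mean of all tested compounds plus 3 SD, set per campaign, cut at about 25% in these data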;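 note: 0% = DMSO with enzyme and 100% = buffer with substrate but no TDP2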
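Test system: human TDP2 enzyme; Input: 120 nM TDP2 per well; Buffer or medium: Mg2+-containing Tris-HCl buffer, pH 7.5; Reagent: 5 mM T5PNP; Dosing: 12.8 µM single point, 1% DMSO; Incubation: reaction 2 h, 37 °C; Detection: p-Nitrophenol epi absorbance; Read-out: % inhibition relative to enzyme-containing and enzyme-free wells; Replicates: single well per compound.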
ADAM17 inh – inhibits human ADAM17; AID 720648; inhibition, % at 6.95 µM; 370,000 compounds, 0.83% hits; recombinant ADAM17, EDANS/DABCYL FRET peptide cleavage;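 active = inhibition above the mean of compounds lying between control limits plus 3 SD, set per campaign, cut at about 8.5% in these data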;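 note: 0% = DMSO-only wells as the low control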
PLC-beta3 inh – blocks human PLC-beta3 enzyme activity. Q01970. Purified PLC-beta3, fluorogenic substrate, fluorescence. inhibition, % at 12.2 µM. 370,000 compounds, 0.18% hits. AID 720704; in the data active = inhibition above about 11%;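 note: 0% = median of compound wells on plate and 100% = full blocker control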
PLC-gamma1 inh – blocks human PLC-gamma1 enzyme activity. P19174. purified PLC-gamma1, fluorogenic substrate, fluorescence. inhibition, % at 12.2 µM. 370,000 compounds, 0.84% hits; in the data active = inhibition above about 9.5%
ASAP1 inh – blocks human ASAP1-stimulated Arf1 GTP hydrolysis | 360,000 compounds, 0.19% hits | GDP FP detection | AID 624377 | Q9ULH1 | inhibition, % at 16.5 µM; in the data active = inhibition above about 25%;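 note: 0% = vehicle with enzyme and substrate and 100% = no enzyme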
Tn7 DDE FP – inhibitors of Tn7 peptide binding to human fibrin DD(E); P02675; FP displacement of FITC-Tn7 peptide from fibrin DD(E); 0% = median of compound wells per plate; inhibition, % at 8.3 µM; 370,000 compounds, 0.13% hits;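 active = inhibition above the mean of compounds falling within the control limits plus 3 SD of them, cut at about 14% in these data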;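 note: 0% = plate median of compound wells and 100% = 10 µM Aha-Tn7 peptide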
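Test system: human clot-derived fibrin DD(E) complex / Quantity: 2 µM final DD(E) protein / Incubation: 10 min plus 3 h, room temperature / Measured by: fluorescence polarization / Benchmarks: high control of 10 µM Aha-Tn7 peptide / Replicates: singlicate testing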
An asterisk follows results filed as active; i = inactive; x = no result given. The order is random; any-hit rate near 3.6%.

SMILES	Tn6 DDE FP	ADAM10 inh	SIAE primary	ARFGAP1 inh	TDP2 absorb	ADAM17 inh	PLC-beta3 inh	PLC-gamma1 inh	ASAP1 inh	Tn7 DDE FP
CC(=O)OC[C@@H]1CN(Cc2ccccc2)C[C@H](n2cnc3c(NCc4ccco4)ncnc32)O1	-4	-12	5	-10	-4	-1	-2	-7	9	-3
CCc1nc2ccccc2c(C(=O)OCC(=O)NC2CC2)c1C	7	1	-2	-4	-3	-8	-2	-11	-7	-4
CCCc1cc(=O)c2c(O)cccc2o1	1	-1	-5	7	3	-3	-6	0	-5	2
NC1=NC(=O)/C(=C/c2ccsc2)S1	-5	6	0	6	-7	2	-1	5	5	-1
Cc1ccc2nc(N3CCN(C)CC3)c(C#N)cc2c1	-2	-178	1	-2	2	-41	-50	-47	11	2
CCOCCCNC(c1ccccc1)c1ccncc1 (stereo not drawn)	1	-1	4	-5	-8	-3	-5	-2	3	8
CC1(C)CC(=O)c2cnc3nc4ccccc4n3c2C1	-8	-17	-5	6	-8	-6	-37	-27	-2	-5
CC(C)(C)C(=O)CNS(=O)(=O)c1ccc(S(=O)(=O)NC2CC2)cc1	-6	-4	2	-1	1	-2	-5	1	10	-2
CN1/C(=C\C(=O)COC(=O)Cn2nnc(-c3ccccc3)n2)C(C)(C)c2ccccc21	-3	-52	-52	5	-6	-8	-61	-47	6	-5
CCCC1Cc2c(sc3ncnc(N)c23)CO1 (stereo not drawn)	10	-57	-13	-2	-1	-17	-8	-8	-2	-2
O=C(NNC(=O)C12CC3CC(CC(C3)C1)C2)c1cnccn1	3	4	-2	-13	-4	2	4	11*	-1	-4
CN(C)C(=S)N=c1ssc(=S)n1Cc1cccnc1	-3	-12	-2	15	6	-2	6	1	-2	3
CCc1sc(C(=O)Nc2cccnc2)cc1Br	2	-12	-9	2	3	1	-8	1	5	-2
CCC(C)c1ccc(NS(=O)(=O)c2c(C)[nH]c(=O)[nH]c2=O)cc1 (stereo not drawn)	-6	-10	-2	4	7	-4	-4	0	11	0
CCC(=O)N1CCc2cc(-c3csc(NC(=O)c4ccco4)n3)ccc21	-2	-6	-8	15	3	-11	-30	-16	-12	-4
CCOC(=O)N1CCN(C(=O)COc2ccc3c(c2)C(=O)CC2(CCN(C(C)=O)CC2)O3)CC1	-6	i	-3	-1	11	-478	i	i	3	1
CCOC(=O)c1cnc2cc(-c3ccc(Br)cc3)nn2c1C	4	-8	4	3	10	-3	-10	-1	-1	-2
O=[N+]([O-])c1cc([N+](=O)[O-])c(Oc2c(F)cccc2F)cc1NN1CCCCC1	-1	1	4	-12	7	1	4	4	15	4
O=C(CCCN1C(=O)c2ccccc2C1=O)N1CCc2ccccc2C1	8	-9	1	3	-4	-1	-5	-4	1	1
CC(=O)c1cccc(NC(=O)CN2CCN(S(=O)(=O)/C=C/c3ccccc3)CC2)c1	1	8	-3	4	9	1	-5	1	-2	-5
COC(=O)C1=C(C)N(CC(C)C)C(=S)NC1c1ccc(Cl)cc1 (stereo not drawn)	-16	-1	-1	-4	-6	0	0	8	2	-4
COc1cccc(NS(=O)(=O)CC23CCC(CC2=O)C3(C)C)c1 (stereo not drawn)	4	6	-4	-3	4	-2	1	2	0	-6
N/C(=N\OC(=O)c1ccc(Cl)cc1Cl)c1ccccc1	2	-4	3	-15	5	-2	1	-2	-6	3
Cc1ccc(Nc2nc3ccccc3[nH]2)nc1	-1	-9	6	12	6	0	1	1	10	-2
COc1ccc(/C=N/NC(=O)c2ccc(Br)cc2)cc1CN1CCOCC1	2	-1	-6	6	-1	-1	-13	-9	-1	10
Cc1ccc(S(=O)(=O)NCCC(=O)Nc2ccc(Cl)c(Cl)c2)cc1C	-3	1	-9	12	-5	2	-1	0	1	-3
Cc1ccc(-c2nnc(Nc3ccc(CC(N)=O)cc3)c3ccccc23)cc1S(=O)(=O)NCC1CCCO1 (stereo not drawn)	-9	-3	-4	17	-8	-3	-84	-57	12	-1
Cc1c(S(=O)(=O)c2ccccn2)c(N)n(Cc2cccc(Cl)c2)c1C	6	-15	-7	10	6	-5	-19	-14	-8	-7
CC(C)n1c(O)c(N=Nc2ccc(Cl)c(C(=O)O)c2)c2ccccc21	-2	-4	2	-7	-21	0	-38	-21	7	1
COc1ccc(/C=C(\C#N)C(=O)OCC(=O)Nc2c(C)cccc2C(C)C)cc1	1	3	-3	-4	6	3	2	4	2	1
CCN(CC)c1ccc(NC(=O)c2ccccc2Br)cc1S(=O)(=O)Nc1ccccc1OC	0	16	-22	2	-2	4	-1	-2	2	4
CC1O[C@@H](OC2C(COC3OC(CO)C(O)[C@H](O)C3O)OC(OC3CC[C@]4(C)C(CC[C@@]5(C)[C@@H]4CC=C4[C@@H]6CC(C)(C)CC[C@]6(CO)C(O)C[C@]45C)C3(C)C)C(O)C2O)C(O)C(O)C1O (stereo partly drawn)	-8	1	-6	-2	4	-2	1	1	-14	6
Cc1ccc(N2C(=O)c3n[nH]c(C)c3C2c2ccccn2)cc1 (stereo not drawn)	-6	-1	0	-4	-15	1	4	6	0	-1
CC(C)NC(=O)c1ccc(CONC(=O)OCc2ccccc2)cc1	7	-11	4	7	-8	2	8	3	5	2
COc1ccc2c(c1)-c1c(ssc1=S)C(C)(C)N2S(=O)(=O)c1ccc(C)cc1	5	-4	-1	-11	0	-2	2	1	9	8
COC(=O)c1sccc1NC(=O)C1CC2CCC1C2 (stereo not drawn)	-3	5	1	3	-16	0	3	4	15	-8
CC(C)C[C@@H](COc1ccccc1)N1CCN(C)CCC1=O	-3	-1	5	3	6	-3	2	3	-3	0
Cc1cccn2c(=O)c(/C=C(\C#N)S(=O)(=O)c3ccccc3)c(Oc3ccc(Cl)cc3)nc12	-2	-7	3	-5	-3	-3	-5	-4	-20	2
CC(=O)c1ccccc1OCCOCCOc1ccccc1C(C)=O	-4	-1	2	9	-7	-2	2	1	-1	0
O=C(CN1CCCCC1)Nc1ccccc1	8	0	1	-12	1	-2	-2	-1	-9	8
COc1ccc(N2CCN(C(=O)C(CCSC)N=C3NS(=O)(=O)c4ccccc43)CC2)cc1 (stereo not drawn)	-1	-1	4	11	-13	-2	2	1	3	-2
CCn1c(C)nc2cc(C(=O)N/N=C(\C)c3ccc(OC)cc3O)ccc21	-4	-13	-1	0	-5	-10	-12	-5	-8	-2
CCCCN(CC)CCCNC(=O)c1cn(C)c(=O)c2c1c1ccccc1n2C	8	-80	19*	16	-11	-27	-80	-54	3	-7
CN(CC(=O)NC1CCCc2ccccc21)S(=O)(=O)c1ccc2c(c1)c(=O)n(C)c(=O)n2C (stereo not drawn)	0	-12	-3	-4	4	-8	-1	1	2	2
Cc1ccc2c(c1)=C(c1ccccc1)N(O)CC(=O)N=2	-1	-4	4	6	-2	-2	-18	-11	-1	2
CC(=O)C1(C(=O)N2CCOCC2)CC(c2ccccc2C(F)(F)F)=NO1 (stereo not drawn)	0	-9	-7	x	-3	-5	-2	-2	x	6
CC(C)(C)n1nnnc1C(c1ccccc1)N1CCN(c2ccc(C(F)(F)F)cn2)CC1 (stereo not drawn)	-2	-2	6	-18	-2	-1	3	0	2	2
CC1=NN(C(=O)c2cccnc2)C(O)(C(F)(F)F)C1 (stereo not drawn)	-2	4	3	-15	17	3	2	3	4	-2

5 entries picked at random from the list so far:
SMILES	Tn6 DDE FP	ADAM10 inh	SIAE primary	ARFGAP1 inh	TDP2 absorb	ADAM17 inh	PLC-beta3 inh	PLC-gamma1 inh	ASAP1 inh	Tn7 DDE FP
O=C(CN1CCCCC1)Nc1ccccc1	8	0	1	-12	1	-2	-2	-1	-9	8
CC(=O)c1ccccc1OCCOCCOc1ccccc1C(C)=O	-4	-1	2	9	-7	-2	2	1	-1	0
CC(C)(C)n1nnnc1C(c1ccccc1)N1CCN(c2ccc(C(F)(F)F)cn2)CC1 (stereo not drawn)	-2	-2	6	-18	-2	-1	3	0	2	2
CC(C)C[C@@H](COc1ccccc1)N1CCN(C)CCC1=O	-3	-1	5	3	6	-3	2	3	-3	0
COc1ccc(N2CCN(C(=O)C(CCSC)N=C3NS(=O)(=O)c4ccccc43)CC2)cc1 (stereo not drawn)	-1	-1	4	11	-13	-2	2	1	3	-2

(listing goes on)
SMILES	Tn6 DDE FP	ADAM10 inh	SIAE primary	ARFGAP1 inh	TDP2 absorb	ADAM17 inh	PLC-beta3 inh	PLC-gamma1 inh	ASAP1 inh	Tn7 DDE FP
O=C(CN1C(=O)NC2(CCCCCC2)C1=O)NCCc1ccccc1	2	-3	7	-8	-6	-2	-2	0	-3	9
CC(C)N(C(=O)C[n+]1ccsc1N)c1ccccc1	-1	-17	-3	8	12	-1	2	0	-10	6
CCOC(=O)C1CCN(C(=O)COc2ccc3c(C)cc(=O)oc3c2)CC1	-8	-413	5	8	-14	-157	-89	-95	6	3
CCCCN(C)CCNS(=O)(=O)c1ccc2c(c1)n(C)c(=O)c(=O)n2C	2	-15	-4	2	-10	-4	-2	-5	1	-5
O=C(Nc1cccc(Cl)c1)NC1CC2CCC(C1)N2Cc1ccco1 (stereo not drawn)	2	-7	1	3	1	-2	3	0	19	1
CCCn1c(=O)c2sccc2n2c(CCCC(=O)NCc3ccco3)nnc12	7	-4	2	-3	11	-7	-12	-2	0	-10
COc1ccc(OC)c(S(=O)(=O)Nc2ccc(CC(=O)O)cc2)c1	-1	7	6	-12	-2	-3	1	-1	4	17*
COc1ncnc2c1ncn2CCCN[C@H](C)c1cccc2ccccc12	-3	-2	-5	11	5	1	0	3	0	-1
Oc1ccccc1-c1n[nH]c(=S)n1Cc1ccco1	1	2	5	6	8	-3	-2	-4	5	3
CN(C)C(/C=C/Nc1ccccc1F)=C(C#N)C#N	1	2	0	0	-2	-1	-2	-3	-10	8
O=c1[nH]c(=O)c2[nH]c(=S)[nH]c2[nH]1	-7	-37	5	1	-3	-9	-7	-12	3	-4
Cc1noc(NC(=O)c2c(-c3c(Cl)cccc3Cl)noc2C)c1[N+](=O)[O-]	14	1	-3	2	-4	-1	-2	1	8	6
O=C(NCCNC(=O)c1ccccn1)c1ccc(Cl)cc1	10	-1	2	0	7	1	-3	4	3	0
O=C(Nc1ccc(F)cc1F)c1ccccc1NC(=O)C1CC=CCC1C(=O)O (stereo not drawn)	-12	-55	2	7	-19	-15	-29	-19	6	4
